# Screening results as filed in PubChem.
# Hep lipid drop: inhibitors of hepatocyte lipid droplet formation, primary screen, imaging, high-throughput imaging, BODIPY stain; AML12 mouse hepatocytes, oleate lipid droplets; inhibition, % at 6.5 µM; 240,000 tested, 0.4% active; AID 1656, 2009;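 active = lipid droplet intensity inhibited by at least 50%, with more than 500 cells counted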
#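 Test system: AML12 hepatocytes (mouse); reagent: oleate loading, 100 µM; dosing: one dose, 6.5 µM compound; incubation: overnight exposure; signal: fluorescence imaging, 20x objective, two fields per well; read-out basis: % inhibition of corrected integrated BODIPY droplet signal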
# TNAP activation fold: human TNAP enzyme activators, primary screen, biochemical, luminescent, no phosphate acceptor, uHTS (AID 1001) | Alkaline phosphatase, tissue-nonspecific isozyme (Homo sapiens) | purified TNAP, luminescent activation assay, no phosphate acceptor; higher activation fold means a stronger effect | one-dose activation fold at 20 µM; EC50 in µM for titrated hits | 200,000 tested, 0.03% active; in the data active = activation fold from about 3, or a potency from the dose series; inactive = the rest, 99 in 100 with activation fold below about 1.6; also: many of its hits are not listed in these tables
# XIAP displacement: XIAP antagonists, biochemical, IAP family, fluorescence polarization (AID 1018); E3 ubiquitin-protein ligase XIAP (Homo sapiens); 200,000 tested, 0.007% active; XIAP BIR domain, fluorescence polarization peptide displacement; higher % means a stronger effect; displacement, % at 20 µM, or IC50 in µM where a hit was titrated; in the data active = displacement above about 50%; also: a part of the inactive calls stands beside numbers as strong as those of hits
# M17LAP inhibition: P. falciparum M17LAP inhibitors, primary screen, biochemical, fluorogenic H-Leu-NHMec substrate, 1536-well (AID 1619) | Leucine aminopeptidase (Plasmodium falciparum (isolate 3D7)) | recombinant M17LAP, H-Leu-NHMec fluorogenic kinetic assay; higher % means a stronger effect | one-dose inhibition, % at 30 µM; IC50 in µM for titrated hits | 220,000 tested, 0.38% active;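 active = compound inhibiting the enzyme by more than half at any dose during confirmatory dose-response retesting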;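 also: plate controls were full reaction with DMSO carrier for no effect and no enzyme background for full effect; strong numbers were not always called active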
# Siah-1 displacement: Siah-1 peptide-binding antagonists, primary screen, biochemical, fluorescence polarization, rhodamine-plectin, uHTS (AID 1817) | one-dose displacement, % at 20 µM; IC50 in µM for titrated hits | 290,000 tested, 0.02% active | Siah-1 / rhodamine-plectin peptide fluorescence polarization; higher % means a stronger effect | E3 ubiquitin-protein ligase SIAH1 (Homo sapiens);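 active = displacement of at least 50% at 20 µM, with a fluorescence ratio check between 0.3 and a set limit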;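 also: plate controls were Siah plus tracer with DMSO for no effect and tracer alone without Siah for full effect; strong numbers were not always called active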
# UTI89 phage lysis: inhibition of K1F phage lysis, E. coli UTI89, bacterial capsule biogenesis inhibitors, alamar blue (AID 488966); E. coli UTI89 K1F phage lysis, alamar blue, 2 h; higher % means a stronger effect; inhibition, % at 100 µM; hits with a dose series show IC50 in µM; 340,000 tested, 0.02% active;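 active = phage lysis inhibition, versus mean bacterial control, above a set limit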;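 also: capsule biogenesis inhibitors block K1F phage lysis so surviving cells raise fluorescence; higher fluorescence means more inhibition of phage lysis; actives were called in the ten point dose series up to 300 µM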
# human PMI inhibition: inhibitors of human PMI, primary screen, biochemical, fluorescence intensity, coupled assay (AID 1209) | Mannose-6-phosphate isomerase (Homo sapiens) | purified PMI enzyme, coupled fluorescence intensity; higher % means a stronger effect | one-dose inhibition, % at 20 µM; IC50 in µM for titrated hits | 190,000 tested, 0.42% active;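 also: plate controls were DMSO vehicle for no effect and wells lacking substrate for full effect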
# M1AAP inhibition: P. falciparum M1AAP inhibitors, biochemical, fluorogenic H-Leu-NHMec substrate, 1536-well (AID 1445); Aminopeptidase N (Plasmodium falciparum (isolate 3D7)); recombinant M1AAP, H-Leu-NHMec fluorogenic kinetic assay; higher % means a stronger effect; inhibition, % at 30 µM, or IC50 in µM where a hit was titrated; 220,000 tested, 0.42% active;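 active = primary inhibition above the hit cutoff, then over 50% inhibition at one or more dose response concentrations, cut at about 23% in these data, passing the limit was not always enough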;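 also: plate controls were DMSO full reaction for no effect and no enzyme background for full effect; strong numbers were not always called active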
# human PMI inhibitors: human PMI inhibitors, high substrate, primary screen, biochemical, fluorescence intensity, high mannose 6-phosphate (AID 1220); inhibition, % at 20 µM, or IC50 in µM where a hit was titrated; 190,000 tested, 0.66% active; Mannose-6-phosphate isomerase (Homo sapiens); recombinant PMI enzyme, coupled fluorescence intensity; higher % means a stronger effect
# Hep lipid drop cells 6.5 µM: further read-out of Hep lipid drop, marked with its call; cell count; measured here: cell count, cytotoxicity flag;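 cells counted across two imaged fields per well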
# An asterisk follows results filed as active; x = no result given; [ ] = another dose, or the depositor's remark. Rule as the data show it, unless noted: active = inhibition above about 50%; inactive = the rest.
SMILES,Hep lipid drop,Hep lipid drop cells 6.5 µM,TNAP activation fold,XIAP displacement,M17LAP inhibition,Siah-1 displacement,UTI89 phage lysis,human PMI inhibition,M1AAP inhibition,human PMI inhibitors
Cc1ccc(NC(=O)CSCc2nc3c(nnn3Cc3ccc(F)cc3)c(=O)[nH]2)c(C)c1,-23,578,1.1,-4.2%,2.1µM*,10%,1.9%,8%,-2%,4%
Cc1ccc(CNC(=O)CO/N=C/c2ccc3c(c2)OCO3)cc1,-2,640,1.1,-1.5%,9%,4%,0.0%,-6%,4%,-1%
COc1cccc(/C=N/NC(=O)CSc2nnc(C)n2-c2ccccc2)c1O,x,x,1.4,1.5%,19%,-2%,-0.2%,-16%,7%,-12%
COC(=O)c1nnn(-c2nonc2N)c1CSc1nnc(C)s1,18,742,1.2,0.8%,-15%,26%,0.3%,-2%,-6%,2%
COc1ccc(NC(=O)C(CCCCNC(=O)OC(C)(C)C)NC(=O)OCc2ccccc2)cc1 (stereo not given),-16,701,1.2,-4.7%,-15%,8%,5.3%,19%,9%,-2%
CCn1cc(CN2CCN(Cc3ccc(C)o3)C(CCO)C2)c2ccccc21 (stereo not given),-9,688,1,-6.2%,x,0%,0.2%,11%,x,10%
CC1CCCCN1C(=O)COc1ccc(F)cc1 (stereo not given),-20,690,1,-5.0%,5%,-2%,0.3%,0%,2%,4%
Cc1cc(OCC(=O)NCc2cccnc2)ccc1[N+](=O)[O-],-7,483,1.1,-9.2%,-2%,-2%,0.1%,1%,1%,6%
Cc1ccc(-c2nnc(SCc3ccccc3F)o2)cc1,2,737,1.1,-2.9%,0%,0%,1.9%,18%,-6%,13%
O=c1cc(/C=C/c2ccccc2)oc2ccccc12,-13,500,1.1,-0.4%,13%,0%,3.5%,12%,8%,14%
CCCn1c(=O)c2ccccc2n2c(SCC(=O)c3cc(C)n(CC4CCCO4)c3C)nnc12 (stereo not given),x,x,1.1,-0.6%,x,4%,x,1%,x,5%
CCC(C)NC(=O)N[C@@H](Cc1ccccc1)C(=O)O (stereo not given in full),x,x,1.1,-5.1%,8%,8%,-0.1%,8%,3%,10%
Cc1cc(SC(C)C(=O)Nc2ncc(Cl)cc2Cl)nc2ccccc12 (stereo not given),x,x,1.1,-0.7%,1%,9%,1.3%,-11%,3%,-11%
CC(C)CN(CC(C)C)c1nnc(N)s1,-2,695,1.1,-2.3%,6%,5%,-8.9%,-9%,6%,-6%
CCO[C@H]1OC(C(=O)O)=C[C@@H](C)[C@@H]1CCCO,10,705,1.1,-5.5%,-1%,5%,1.0%,-15%,6%,-4%
COc1ccc(/C=C(\NC(=O)c2ccccc2)C(=O)N/N=C/c2ccncc2)cc1,x,x,0.9,-3.6%,13%,-4%,0.0%,-8%,13%,-4%
COC(=O)Cc1ccc2sc(-c3ccccc3)nc2c1,6,667,1,5.3%,-12%,3%,5.5%,10%,6%,10%
CCOC(=O)C(NC(C)=O)(Nc1ccc(S(=O)(=O)Nc2cc(C)on2)cc1)C(F)(F)F (stereo not given),7,806,1.1,-3.8%,-11%,-4%,0.3%,-11%,0%,-8%
O=C(CSc1ncn[nH]1)Nc1ccccc1C(=O)O,x,x,1.1,3.2%,36µM*,0%,1.2%,-5%,2%,-6%
COc1ccc(C(C)=O)cc1COc1ccc(F)cc1,9,682,1.1,0.3%,1%,-3%,0.4%,16%,7%,11%
O=C(CSc1nc2ccccc2o1)c1ccc2c(c1)OCCO2,-22,680,1.1,-3.4%,4%,2%,-0.1%,0%,4%,7%
CC(C)NS(=O)(=O)c1ccc(OCC(=O)NCc2cccnc2)cc1,9,817,1.1,1.3%,-2%,0%,0.4%,4%,5%,1%
CC(C)CCNC(=O)c1csc2c1CCCCC2,-3,768,1.1,-4.5%,19%,0%,0.2%,4%,-1%,0%
CSc1cccc(NC(=O)CSc2ncccc2C(=O)Oc2cccc([N+](=O)[O-])c2)c1,-6,704,1,-9.8%,53%,1%,3.8%,14%,0%,10%
CN(C)c1cc(NC(=O)CNC(C)(C)CC(C)(C)C)c2ccccc2n1,-23,691,1,-1.7%,0%,2%,6.3%,-7%,3%,-9%
Cc1c(C(=O)N2CCOCC2)sc2ncnc(N3CCc4ccccc4C3)c12,x,x,1.1,-2.3%,6%,5%,-0.1%,1%,-1%,-2%
O=C(NCCCn1ccnc1)c1cc(-c2ccc3c(c2)OCO3)on1,0,710,1,-2.9%,15%,0%,1.1%,4%,4%,9%
CCN1CCN(C(=O)c2cc(-c3cccnc3)nc3ccc(Br)cc23)CC1,x,x,1.1,-2.9%,4%,1%,0.6%,2%,1%,2%
Cc1cccc(C2CC(c3ccc(F)cc3)Nc3nc(N)nn32)c1 (stereo not given),x,x,1,-19%,-4%,-2%,5.7%,10%,-3%,15%
CC1(C)CC(Nc2ccc(Nc3ccccc3)cc2)CC(C)(C)N1,34,706,x,x,14%,-2%,-0.7%[50 µM],x,3%,x
COCCNC(=O)CCCCCN1C(=O)CCC1=O,12,716,1.1,-7.1%,4%,-4%,0.0%,-2%,-12%,-4%
Cc1cc(C(=O)N/N=C/c2c(C)n(C)c3ccccc23)n[nH]1,0,706,1.2,-3.6%,72%,-1%,-0.1%,4%,9%,0%
CCN(CC)CCNc1ncnc2c1sc1nc(N3CCOCC3)c3c(c12)CC(C)(C)SC3,x,x,1,-2.4%,-2%,-3%,-1.0%,11%,16%,14%
O=C(Nc1ccc(Cl)cc1)Nc1nnc(/C=C/c2ccccc2)s1,4,613,x,x,5%,-8%,-0.4%[50 µM],x,-9%,x
Cc1cccc(Nc2c([N+](=O)[O-])cc(C(=O)N3CC(=O)Nc4ccccc43)cc2[N+](=O)[O-])c1,8,645,1,-5.5%,-4%,1%,-0.3%,10%,5%,3%
CCOc1ccc(C(=O)OCC(=O)c2c(N)n(C)c(=O)n(C)c2=O)cc1OCC,8,803,1.1,-4.0%,-5%,-2%,-0.4%,-4%,1%,-5%
COC(=O)c1cc(C(=O)Nc2ccc(S(N)(=O)=O)cc2)cc([N+](=O)[O-])c1,1,712,1,-8.0%,5%,-2%,0.1%,-7%,-1%,7%
CCOc1ccc(NC(=O)N2CCC(c3ccc(C)cc3)C2)cc1 (stereo not given),x,x,1.1,-1.4%,4%,2%,0.6%,2%,3%,2%
COc1cc(-c2nc3c(c(C)nn3-c3ccccc3)c3cc(OC)c(OC)cc23)ccc1O,x,x,1,-6.8%,-8%,-6%,0.4%,11%,1%,12%
CCN(C(=O)COC(=O)/C=C/c1ccccc1)C1CCCCC1,-1,681,1,-3.1%,-11%,-2%,6.4%,-10%,3%,-3%
O=C(O)CCC(=O)Nc1cc(C(F)(F)F)cc(C(F)(F)F)c1,4,729,x,x,12%,4%,-0.2%,x,12%,x
Cc1ccc(CNC(=O)NC23CC4CC(CC(C4)C2)C3)cc1,-7,683,1.1,-4.8%,12%,0%,1.2%[50 µM],-3%,5%,-5%
COc1ccccc1NC(=O)CN(c1ccccc1F)S(C)(=O)=O,9,799,1.1,-4.9%,-4%,3%,0.7%,16%,4%,10%
COc1ccc(NC(=O)C(C)SCc2ccccc2)cc1OC (stereo not given),-6,509,1.1,-4.4%,10%,1%,1.0%[50 µM],0%,7%,0%
COc1cccc(NC(=O)c2ccc(NC(=O)C(C)C)cc2)c1,-8,742,1.1,-4.6%,1%,2%,0.6%,5%,7%,22%
CCC(C)Nc1nc2c(C)cccn2c(=O)c1C=Nc1ccc(OC)cc1 (stereo not given),-16,673,1.1,-3.6%,10%,3%,-0.1%,12%,0%,14%
O=C(CSc1nncc2ccccc12)N1CCCCC1,-34,721,1.1,-4.7%,-1%,-4%,-0.5%,-11%,6%,-17%
CCOCCCNC(=O)/C(C#N)=C/c1ccc([N+](=O)[O-])o1,-34,694,1,-17%,-1%,0%,-0.3%,-9%,11%,24%
O=C(Nc1cccc(F)c1)OC(CN1CCCCC1)C(F)(F)F (stereo not given),x,x,1.1,-6.7%,2%,-1%,-0.1%,7%,-1%,2%

# Molecules above containing an aryl thioether with sulfur outside any ring:
SMILES,Hep lipid drop,Hep lipid drop cells 6.5 µM,TNAP activation fold,XIAP displacement,M17LAP inhibition,Siah-1 displacement,UTI89 phage lysis,human PMI inhibition,M1AAP inhibition,human PMI inhibitors
COc1cccc(/C=N/NC(=O)CSc2nnc(C)n2-c2ccccc2)c1O,x,x,1.4,1.5%,19%,-2%,-0.2%,-16%,7%,-12%
COC(=O)c1nnn(-c2nonc2N)c1CSc1nnc(C)s1,18,742,1.2,0.8%,-15%,26%,0.3%,-2%,-6%,2%
Cc1ccc(-c2nnc(SCc3ccccc3F)o2)cc1,2,737,1.1,-2.9%,0%,0%,1.9%,18%,-6%,13%
CCCn1c(=O)c2ccccc2n2c(SCC(=O)c3cc(C)n(CC4CCCO4)c3C)nnc12 (stereo not given),x,x,1.1,-0.6%,x,4%,x,1%,x,5%
Cc1cc(SC(C)C(=O)Nc2ncc(Cl)cc2Cl)nc2ccccc12 (stereo not given),x,x,1.1,-0.7%,1%,9%,1.3%,-11%,3%,-11%
O=C(CSc1ncn[nH]1)Nc1ccccc1C(=O)O,x,x,1.1,3.2%,36µM*,0%,1.2%,-5%,2%,-6%
O=C(CSc1nc2ccccc2o1)c1ccc2c(c1)OCCO2,-22,680,1.1,-3.4%,4%,2%,-0.1%,0%,4%,7%
CSc1cccc(NC(=O)CSc2ncccc2C(=O)Oc2cccc([N+](=O)[O-])c2)c1,-6,704,1,-9.8%,53%,1%,3.8%,14%,0%,10%
O=C(CSc1nncc2ccccc12)N1CCCCC1,-34,721,1.1,-4.7%,-1%,-4%,-0.5%,-11%,6%,-17%
